# Sm TGR block: inhibitors of Schistosoma mansoni thioredoxin glutathione reductase. Q962Y6. 360,000 compounds, 3% hits. purified TGR, DTNB reduction, TNB absorbance 405 nm. AID 485364. Potency, µM (highest dose often 114 µM), inactives show at the highest dose activity change, negative = inhibition, hits mostly inhibitors; note: potency is the fitted concentration of half-maximal effect; nearly all actives have a fitted effect of over 60% in size
#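 First, TGR (20 nM dispensed) and NADPH were mixed with compound. Second, a 15 min room-temperature incubation followed. Third, further NADPH and then DTNB were added to start the reaction. Finally, TNB absorbance was monitored kinetically.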
# HCMV inh: blocks human cytomegalovirus replication. HFF cells, HCMV-luciferase reporter, 72 h; hits give low values. activity change, negative = inhibition, % at 57.5 µM. 410,000 compounds, 4.5% hits. AID 1259415; in the data active = activity change below about -60%; inconclusive = no clear call, values can overlap the other calls; inactive = above about -39%
#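 Cell-based, HFFs, 1000 cells/well, 16 h 37C; cpds in DMSO + HCMV-luc, MOI 1 PFU/cell; 72 h 37C; OneGlo luminescence after 5 min RT; norm. to buffer vs Salinomycin 10uM.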
# AmpC detergent: AmpC beta-lactamase inhibition with detergent present. 370,000 compounds, 0.041% hits. Potency, µM (doses to about 114 µM), for inactives: at the top dose activity change, negative = inhibition, actives largely listed as inhibitors. AmpC hydrolysis of nitrocefin, absorbance 480 nm, 0.01% Triton. P00811;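 note: potency is the fitted concentration of half-maximal effect; 0% = no-compound wells and -100% = no-enzyme wells; nearly all actives have a fitted effect of over 25% in size; some results filed as inactive show a strong effect at the top dose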
# Target sequence (P00811 whole entry, looked up): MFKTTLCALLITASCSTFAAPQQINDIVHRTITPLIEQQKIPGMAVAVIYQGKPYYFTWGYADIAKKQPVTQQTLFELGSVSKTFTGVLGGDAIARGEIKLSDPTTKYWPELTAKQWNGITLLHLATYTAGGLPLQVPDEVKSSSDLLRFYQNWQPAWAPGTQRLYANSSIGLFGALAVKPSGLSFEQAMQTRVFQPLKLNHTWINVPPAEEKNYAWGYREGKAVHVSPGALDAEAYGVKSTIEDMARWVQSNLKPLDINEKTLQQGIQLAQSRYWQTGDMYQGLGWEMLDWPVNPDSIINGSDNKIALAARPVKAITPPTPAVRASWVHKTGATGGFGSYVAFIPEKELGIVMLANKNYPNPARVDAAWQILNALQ
#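 AmpC (5.3 nM in the dispensed reagent) in 20 mM phosphate pH 7.0 with 0.01% (detergent screen) or 0.0001% Triton X-100 was preincubated with compounds for 15 min at room temperature. Nitrocefin was then added from an 800 uM solution, and hydrolysis was followed at 480 nm.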
# Giardia FBPA inh: Giardia lamblia aldolase inhibition; A8B2U2; 290,000 compounds, 0.71% hits; Potency, µM (highest dose often 59.6 µM), for inactives: top-dose activity, negative = inhibition, usual class: inhibitors; purified Giardia FBPA; note: potency is the fitted concentration of half-maximal effect; nearly all actives have a fitted effect of over 55% in size
# Target sequence (A8B2U2 whole entry, looked up): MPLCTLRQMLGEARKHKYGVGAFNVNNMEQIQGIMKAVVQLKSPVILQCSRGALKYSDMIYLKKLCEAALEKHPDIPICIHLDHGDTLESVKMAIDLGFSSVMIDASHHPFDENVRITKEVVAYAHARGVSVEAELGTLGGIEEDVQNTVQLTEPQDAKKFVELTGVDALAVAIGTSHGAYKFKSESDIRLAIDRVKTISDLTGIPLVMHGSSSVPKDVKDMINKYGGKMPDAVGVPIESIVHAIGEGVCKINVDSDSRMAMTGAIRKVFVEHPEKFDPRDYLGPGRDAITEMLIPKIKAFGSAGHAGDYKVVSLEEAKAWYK
#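 Giardia FBPA (40 nM reagent) was preincubated 10 min at RT with compound (up to 57.5 uM final), then substrate plus GAPDH/TPI/NAD/arsenate coupling system with diaphorase/resazurin was added; resorufin fluorescence (525/598 nm) was read after 20 min.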
# AMA1-RON2 inh: disrupts binding of P. falciparum AMA1 to RON2. 360,000 compounds, 0.2% hits. AlphaScreen AMA1-biotinylated RON2 peptide binding. Potency, µM (top dose mostly 58.2 µM), for inactives: at the top dose activity change, negative = inhibition, actives largely listed as inhibitors;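 note: potency is the fitted concentration of half-maximal effect; 0% = vehicle wells and -100% = peptide control; nearly all actives have a fitted effect of over 45% in size; some results filed as inactive show a strong effect at the top dose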
#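 AMA1 (3D7) with his tag at 25 nM final met compounds first, then biotinylated RON2 peptide at 25 nM; detection used donor plus acceptor beads, 10 µg/mL apiece, read by AlphaScreen after 30 min at room temperature.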
# HCV inhibitor: inhibitors of hepatitis C virus infection; Huh7.5.1 HCVcc-Cre infection, luciferase reporter, 44 h; Potency, µM (titrated, usually from 41.8 µM), for the others: at the highest dose activity change, negative = inhibition, most hits filed as inhibitors; 340,000 compounds, 3.4% hits; AID 651820; note: potency is the fitted concentration of half-maximal effect
#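 Reporter virus HCVcc-Cre (~0.5 moi) infects cells exposed to compound; seeding density 1,000 cells/well with 4 h settling beforehand. Luminescence, 15 sec read, taken 44 h post-infection following a 15 min RT substrate incubation.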
# The depositor's hits bear a star; ? = inconclusive; / = not tested or not shown; & = joins results of further samples; [ ] = remark or other dose. Unless noted, calls come from the whole dose curve; as a rule, active = well fitted curve in the direction sought with a large enough effect; inconclusive = small, poorly fitted or top-dose-only effect, or another doubt; inactive = no such curve, though single readings can be large; an effect the other way counts as inactive or inconclusive. Unless noted, % is set by controls: 0 for no effect and ±100 for the full control effect.
molecule,Sm TGR block,HCMV inh,AmpC detergent,Giardia FBPA inh,AMA1-RON2 inh,HCV inhibitor
CCCn1c(C)c(C(=O)OCC)c(O)c(-c2ccccc2)c1=O,/,-6.9,/,/,7.8%,20.8%
COc1ccc(C(=O)Nc2nnc(SCC(=O)NCc3ccco3)s2)c(OC)c1,-0.8%,-11.6,4.0%,/,-1.3%,?
O=C(NCc1ccccn1)c1cccc(NS(=O)(=O)c2ccccc2F)c1,5.5%,25.3,-1.0%,-0.8%,8.0%,-6.6%
Cc1ccc(NC(=O)C(=O)NCCN2CCN(C(=O)C(c3ccccc3)c3ccccc3)CC2)cc1,-17.3%,21.3,0.7%,2.4%,23.2%,-0.8%
CCOc1cc(/C=C2/NC(=O)N(CC(=O)Nc3cccc(C)c3)C2=O)ccc1OC,1.0%,?,-11.4%,2.6%,11.5%,-12.5%
Cc1nn(Cc2ccccc2Cl)c(C)c1C(=O)NC1=NCCS1,0.8%,-33.1,-8.5%,8.4%,10.1%,4.4%
Cc1cc(C)n2nc(SCc3nnc(SCc4ccccc4)s3)nc2n1,0.0%,-32.1,3.1%,5.0%,0.2%,-4.1%
O=C(COC(=O)c1ccc(S(=O)(=O)Nc2ccccc2)cc1)NCC1CCCO1 (configuration not stated),0.6%,-25.6,-9.5%,7.7%,-4.7%,7.2%
CCOc1ccc(CCNC(=O)c2cc3n(n2)CCCN(Cc2ccc(C)cc2)C3=O)cc1OCC,1.8%,-16.8,8.4%,/,/,/
CCCn1c(N)c(C(=O)CSc2nnc(C3CC3)n2C2CC2)c(=O)[nH]c1=O,/,55.2,/,/,-13.2%,2.3%
Cn1nc(C(=O)NNC(=O)c2ccccc2F)c2ccccc2c1=O,/,-7.0,/,/,-1.3%[11.6 µM],-26.1%
COc1ccc(CNC(=O)CCC(=O)N2CC3CCCN3c3ccccc32)cc1 (configuration not stated),2.1%,14.0,22.6%,/,/,/
O=C(NCC(F)(F)F)Nc1ccccn1,0.0%,-9.3,-14.9%,0.1%,-0.6%,14.5%
O=C(Nc1ncc(S(=O)(=O)c2ccc([N+](=O)[O-])cc2)s1)c1cccc2ccccc12,4.0%,?,?,5.8%,-2.3%,?
Cc1ccc(-c2noc(CCC(=O)Nc3cc(C)ccn3)n2)cc1,-35.1%,-71.5*,?,3.6%,6.5%,22.4%
COc1ccc(Cc2nnc(SCC(=O)Nc3ccccc3)[nH]c2=O)cc1,-8.4%,-17.7,-9.9%,/,-11.3%,20.8%
O=c1cc(Nc2ccc3c(c2)OCCO3)[nH]c(=O)n1-c1ccc(Cl)cc1,0.3%,-17.2,-3.8%,-0.5%,11.3%,4.2%
CCn1cc(CN2CCC(C(=O)Nc3ccc(Oc4cccnc4)cc3)CC2)cn1,-22.2%,?,-0.1%,/,-2.0%,/
Cc1cc(=O)[nH]c(SCC(=O)Nc2c(C)n(C)n(-c3ccccc3)c2=O)c1C#N,1.2%,46.6,-4.1%,/,-9.7%,6.4%
COc1ccc(N=C2NN=C(c3ccc4c(c3)OCCO4)CS2)cc1,-11.1%,4.9,-14.4%,-3.3%,-25.7%,?
CCC(/C=C1\Sc2ccc(OC)cc2N1CC)=C\c1sc2ccc(OC)cc2[n+]1CCCS(=O)(=O)[O-],-3.5%,-20.9,2.7%,-8.3%,?,?
CCCSc1nc(N)c2c3c(sc2n1)CN(C)CC3,-21.9%,/,?,-5.2%,-0.8%,-11.7%
CCC(C)(C)C(=O)Nc1ccc(C(N)=O)cc1,-3.7%,56.7,-1.3%,-2.0%,-8.6%,6.4%
O=C(CCN1CCN2CCCC2C1)N1c2ccccc2Sc2ccc(Cl)cc21 (configuration not stated),10.0%,-1.1,3.3%,-8.7%,-4.5%,?
CCCCn1c(O)c(/C(C)=N/NC(=O)Nc2ccccc2)c(=O)[nH]c1=O,24.0%,15.1,3.5%,1.3%,75.5%[activator],10.4%
Cc1cc(Br)c(NC(=O)CCl)c(Br)c1,31.6µM*,-65.8*,-2.9%,-5.0%,-4.4%,-15.4%
C(#CC1CCCC1)c1ccc2c(c1)COc1c3ccccc3nn1-2,-2.4%,20.9,-4.3%,6.5%,-5.9%,8.8%
Oc1c(C=Nc2ccccc2Cl)[nH]c2ccccc12,50.1µM*,37.6,3.4%,-17.0%,4.6%,10.2%
Cc1cccc(NC(=O)c2ccc(S(=O)(=O)N3CCCCC3C)cc2)n1 (configuration not stated),/,-32.0,/,/,-7.4%,?
Cc1[nH]c2ccccc2c1/C=N/n1cnnc1,-3.5%,25.5,-4.1%,-1.4%,0.8%,-17.4%
CN1C(=O)NC(c2ccccc2)C2=C1CN(c1ccc3ccccc3c1)C2=O (configuration not stated),-25.7%,94.9,0.5%,?,5.5%,8.5%
O=C(Nc1cc2c(cc1[N+](=O)[O-])OCCO2)c1cccnc1,/,-28.1,/,/,1.6%,2.8%
CSc1ncc(C(=O)O)n1-c1ccc(F)cc1,-0.5%,10.1,5.7%,6.5%,-9.7%,0.2%
Clc1ccc(CNCC2CCCO2)c(Cl)c1 (configuration not stated),/,?,/,/,6.7%,-3.8%
COc1ccc(-c2nn3c(-c4ccc(C)cc4)nnc3c3ccccc23)cc1,-5.4%,73.4,24.0%,/,/,/
COc1ccc(C=NNC(=O)c2ccccc2OCc2ccc(F)cc2)c(OC)c1,/,-39.4,/,/,18.3%,?
COc1ccc(NC(=O)CSc2nc3c([nH]c4ccccc43)c(=O)n2C)cc1,1.6%&-1.4%,121.8&45.9,1.1%&5.2%,2.6%,1.5%,12.9%
CCC(C)C(NS(=O)(=O)c1ccc(C)cc1)C(=O)O (configuration not stated),-0.7%,6.1,-2.6%,6.7%,19.1%,5.0%
O=S(=O)(c1ccc2nc(Cc3ccccc3)[nH]c2c1)N1CCOCC1,32.1%,56.9,-8.6%,-5.9%,-6.2%,-5.9%
COc1cc(C(=O)OC(C)C(=O)N2CCc3ccccc3C2)ccc1OCC(=O)N1CCOCC1 (configuration not stated),1.1%,-14.4,4.7%,-0.6%,-10.5%,8.0%&-11.1%
CC(C)OCCCNC(=O)c1ccc(CS(=O)(=O)Cc2ccccc2F)o1,-12.5%,15.5,-9.4%,6.0%,-3.1%,0.8%
O=C(CSc1cn[nH]n1)Nc1cccc(C(F)(F)F)c1,-3.4%,49.1,1.9%,8.2%,76.3%[activator],-9.2%
CCN(CC)S(=O)(=O)c1ccc(Cl)c(NC(=O)c2ccncc2)c1,-1.0%[57.1 µM],-30.0,-1.2%,5.5%,0.3%,-20.9%
O=C(NCc1ccccc1)c1ccc(COCC(F)(F)F)o1,-22.3%,-24.9,4.7%,3.6%,0.8%,6.4%
O=C(COC(=O)/C=C/c1ccccc1Cl)NC(=O)NCc1ccccc1,-2.4%,0.3,0.9%,/,1.5%,23.9%
CCOc1ccccc1CN(CCc1ccc2c(c1)OCO2)Cc1ccccn1,-0.6%[11.4 µM],16.9,?,?,-29.8%,-11.3%
COc1ccccc1C(=O)Nc1ccc(OCc2cc(=O)n3cc(C)sc3n2)cc1,-5.3%,6.4,-15.1%,/,/,/
Cc1cccc(Oc2ncnc(N)c2[N+](=O)[O-])c1,-10.9%,11.2,-16.5%,11.3%,-5.1%[2.32 µM],19.4%
Cc1cc(Cl)cc(Cl)c1OCCCCN(C)C,4.9%,15.3,0.8%,-16.8%,-8.6%,?
CC(=O)Nc1ccc(-c2csc(NCc3ccco3)n2)cc1,-21.6%,112.4,-1.0%,0.0%,-5.3%,?
O=Cc1cc(-c2ccccc2)[nH]c1-c1ccccc1,12.3%,8.4,-3.7%,6.1%,2.1%,-7.0%
COc1cc(F)ccc1S(=O)(=O)NCc1cccnc1,-18.0%,-22.0,-8.3%,-5.4%,2.9%,-12.5%
CC(=O)c1cccc(NC(=O)C2C3C=CC(C3)C2C(=O)O)c1 (configuration not stated),3.1%,32.0,-0.6%,0.9%,2.5%,6.0%
O=C(/C=C/c1ccccc1)Nc1scc(-c2ccccc2)c1C(=O)O,16.9%,84.9,-5.5%,?,-8.9%,19.7%
COC(=O)c1ccccc1NC(=O)Nc1cccs1,-24.3%,1.4,-4.1%,-8.5%,-16.3%,7.0%
Cc1ccc(CNC(=O)CCc2nnc(Cc3ccc(-c4ccccc4)cc3)o2)o1,25.1µM*,-19.1,0.8%,-4.7%,5.7%,9.3%
O=C(COC(=O)c1cc(=O)c2ccccc2o1)Nc1ccc2ccccc2c1,-23.9%,5.0,-13.5%,2.1%,2.2%,10.8%
C/C(N)=C(/C#N)C(=O)COC(=O)c1cccc(C)c1O,0.2%,-38.2,-1.0%,0.0%,-3.6%,6.2%
Cc1ccccc1-c1nc2cc(NC(=O)Cc3ccc(Cl)cc3)ccc2o1,-0.9%,-27.7,2.0%,/,/,/
O=[N+]([O-])c1cccc(NC(=S)N2CCc3ccccc32)c1,-15.6%,-11.7,0.7%,/,-3.8%,?

# Next compounds
molecule,Sm TGR block,HCMV inh,AmpC detergent,Giardia FBPA inh,AMA1-RON2 inh,HCV inhibitor
COc1cc(N)ccc1Cc1ccc(N)cc1OC,-17.7%,18.8,-15.8%,-5.0%,-4.5%,-17.7%
CCCCOCc1cc(CN2CCN(c3cccc(Cl)c3)CC2)c(O)c2ncccc12,-8.3%,-100.1*,28.2%,/,/,/
COc1ccc(C(=O)COC(=O)c2cccnc2SC)cc1,8.3%,-27.0,-14.5%,-3.4%,-6.5%,-10.1%
O=C1CCCC2=C1C1(O)C(=O)c3ccccc3C1(O)O2 (configuration not stated),-24.6%,-0.8,6.3%,-16.9%,-6.4%,?
Oc1ccccc1Cc1c(O)ccc2ccccc12,-13.7%,7.5,0.2%,/,-9.5%,-5.6%
COc1ccc(Cl)cc1NC(=O)C(C)Sc1nncn1C (configuration not stated),-0.7%,-29.6,-2.6%,1.1%,13.1%,?
COc1ccc(-c2csc(NC(=O)c3ccccc3F)c2C(=O)O)cc1,-4.6%,/,-13.5%,-26.4%,0.0%,8.2%
Cc1nn(C)c(C)c1/C=N/O,0.0%,-4.1,?,3.8%,-2.3%,13.2%
CCCCc1nn2c(=O)cc(COC(=O)c3ccc(NC(=O)c4cccs4)cc3)nc2s1,8.1%,29.8,0.8%,/,/,/
C/C(CC(=O)Nc1ccc(N(C)C)cc1)=N\NC(=O)c1ccccn1,?,102.6,-11.5%,?,-22.0%,-12.3%
COC(=O)c1sc(OC)cc1OCc1ccc(C)cc1,-4.4%,20.9,-0.6%,-3.1%,1.8%,?

# Structures from the list above that contain a cyano group, in the order listed:
molecule,Sm TGR block,HCMV inh,AmpC detergent,Giardia FBPA inh,AMA1-RON2 inh,HCV inhibitor
Cc1cc(=O)[nH]c(SCC(=O)Nc2c(C)n(C)n(-c3ccccc3)c2=O)c1C#N,1.2%,46.6,-4.1%,/,-9.7%,6.4%
C/C(N)=C(/C#N)C(=O)COC(=O)c1cccc(C)c1O,0.2%,-38.2,-1.0%,0.0%,-3.6%,6.2%
